Screening data (PubChem BioAssay)
CHT allo act: allosteric activators of human choline transporter CHT; B-score at 10 µM; hit rate 0.49% among 310,000; CHT-expressing cells, membrane potential dye, choline EC20; active compounds read high; LV-AA mutant CHT in HEK293 cells; AID 488977; Q9GZV3;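 active = initial fluorescence not abnormally high and integrated response B-score, plate-corrected, over 3 SD above library mean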
Target sequence (Q9GZV3 whole entry, looked up): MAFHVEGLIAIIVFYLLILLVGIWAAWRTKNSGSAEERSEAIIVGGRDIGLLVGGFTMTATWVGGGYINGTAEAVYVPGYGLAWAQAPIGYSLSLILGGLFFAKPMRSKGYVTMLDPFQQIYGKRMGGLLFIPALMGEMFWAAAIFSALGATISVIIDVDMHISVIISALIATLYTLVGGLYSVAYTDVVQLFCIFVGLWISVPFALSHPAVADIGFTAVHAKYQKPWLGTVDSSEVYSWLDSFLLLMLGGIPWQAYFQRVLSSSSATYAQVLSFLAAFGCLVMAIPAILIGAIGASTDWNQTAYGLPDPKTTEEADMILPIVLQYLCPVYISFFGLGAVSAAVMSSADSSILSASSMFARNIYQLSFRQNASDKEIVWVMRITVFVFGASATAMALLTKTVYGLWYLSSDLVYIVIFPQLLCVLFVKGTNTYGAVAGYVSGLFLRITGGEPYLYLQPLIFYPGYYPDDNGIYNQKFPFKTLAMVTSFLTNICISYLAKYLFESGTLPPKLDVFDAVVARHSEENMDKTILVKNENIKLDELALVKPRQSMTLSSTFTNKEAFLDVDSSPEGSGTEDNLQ
OX1R antag: human HCRTR1 antagonism; CHO/OX1R cells, Fluo-8 calcium fluorescence, orexin A; inhibition, % at 5 µM; hit rate 0.43% among 330,000; AID 434989;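 active = inhibition above its plate's threshold, mean inhibition of all tested compounds on the plate plus 3 SD, cut at about 37% in these data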;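 note: 0% = orexin A challenge wells and 100% = SB-334867-A antagonist wells; not every result past the cut was called active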
Target sequence (O43613 whole entry, looked up): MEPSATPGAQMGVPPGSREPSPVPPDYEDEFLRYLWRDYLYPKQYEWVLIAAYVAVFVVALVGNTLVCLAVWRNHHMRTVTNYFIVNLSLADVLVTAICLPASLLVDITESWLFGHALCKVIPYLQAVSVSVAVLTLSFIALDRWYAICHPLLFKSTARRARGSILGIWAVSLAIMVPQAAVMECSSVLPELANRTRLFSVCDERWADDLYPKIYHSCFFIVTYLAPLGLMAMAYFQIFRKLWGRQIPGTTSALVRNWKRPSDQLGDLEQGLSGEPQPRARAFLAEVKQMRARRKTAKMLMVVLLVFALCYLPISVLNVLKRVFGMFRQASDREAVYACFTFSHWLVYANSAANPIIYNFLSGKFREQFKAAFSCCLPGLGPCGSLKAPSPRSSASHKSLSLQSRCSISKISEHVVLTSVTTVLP
Active calls of the source: *; i = inactive; . = not tested or not shown.

Each structure is followed by: CHT allo act, OX1R antag
COc1ccc(C(=O)COC(=O)c2sc(C)nc2C)cc1Cl
→ ., 11
COc1cc([N+](=O)[O-])cc(/C=N/NC(=O)C(C)Nc2cccc3ccccc23)c1O (stereo not drawn)
→ i, -20
CNC(=S)NCCc1ccc(OC)cc1
→ i, -12
O=C(NCC1CCCO1)c1ccc2c(=O)n(CCc3ccccc3)c(=O)[nH]c2c1 (stereo not drawn)
→ i, -25
N#C/C(=C\c1cn(CC(=O)N2CCCC2)c2ccccc12)C(=O)NCc1ccc2c(c1)OCO2
→ i, -38
CCOC(=O)CN1C(=O)C2(OCCCO2)c2ccccc21
→ i, -9
Cc1ccc(C(=O)NC(=S)Nc2ccc(-c3ccc(CO)o3)cc2)cc1
→ i, -34
Cc1ccc(NC2CCCN(C(=O)c3ccc(C)c(N4CCNC4=O)c3)C2)cc1C (stereo not drawn)
→ i, -18
CCOC(=O)c1cc2c(=O)n3ccccc3nc2n(Cc2ccco2)c1=NC(=O)c1ccc(OC)cc1OC
→ i, -15
CCOc1ccc(CCNC(=O)COC(=O)c2ccc(OC(C)C)cc2)cc1OCC
→ i, -27
Cc1cc(NC(=O)CSc2nnc(CNC(=O)c3ccc(C(C)(C)C)cc3)o2)no1
→ i, -12
COC(=O)c1cccc(NC(=S)NCc2ccco2)c1
→ i, -7
O=C(N=C1c2ccccc2CN1c1ccc(F)c(Cl)c1)c1cccnc1Cl
→ i, -25
COC(=O)C1=C(C(=O)OC)[C@@H]2Nc3ccccc3[C@@]23C[C@@H](C(=O)OC)N(C(=O)c2cccs2)C3=N1
→ i, -34
Cc1cc2nc(C)n(CCCNC(=O)Nc3ccc(F)cc3)c2cc1C
→ i, -26
CC(=C/c1ccc(C(C)C)cc1)/C=N/NC(=O)Cn1nnnc1N
→ i, -13
Cc1ccc(NC(=O)Nc2cccc(F)c2)nc1
→ i, .
COCC1CCCCN1C(=O)c1ccc(OC2CCN(CCc3ccccc3)CC2)cc1 (stereo not drawn)
→ i, -7
CCOC(=O)[C@H]1[C@H]2COc3ccc(OC)cc3[C@@H]2N2C(=O)c3cc(C)ccc3NC(=O)[C@@]12C
→ i, -39
COc1ccc(-c2sc3ccccc3c2/C=C/c2ccc(N)cc2)cc1
→ ., -2
O=C(c1ccc(=O)[nH]c1)N1CCN(S(=O)(=O)c2ccccc2)CC1
→ i, -6
[O-]/C(=C(\C(=S)Nc1cccc2ccccc12)[n+]1ccccc1)c1ccc2c(c1)OCCO2
→ i, -9
O=C(Nc1sc2c(c1C(=O)O)CCCC2)c1cccc(Cl)c1
→ i, .
Cc1cc(C)c2c(=O)[nH]c(SCC(=O)Nc3cccc(S(=O)(=O)N(C)C)c3)nc2n1
→ ., -24
CC1CCN(S(=O)(=O)c2ccc(C(=O)Nc3sccc3C(N)=O)cc2)CC1
→ i, -21
CN(Cc1ccccc1)C(=O)CN(c1ccccc1Cl)S(C)(=O)=O
→ i, -13
Cc1ccccc1CN1CCNC(=O)C1CC(=O)NCCN1CCCCC1=O (stereo not drawn)
→ i, -8
COc1cc(OC)c(NC(=O)CS(=O)(=O)Cc2nc(-c3ccc(C)cc3)oc2C)cc1Cl
→ i, -25
CCOc1ccc(NC(=O)CN(C)C(=O)c2ccc(C3SCCS3)cc2)cc1OCC
→ i, -30
CCCc1c(O)nc(SCCN(CCC)CCC)[nH]c1=O
→ i, -3

Entries from the list above that have a halogen, in the order listed:
Each structure is followed by: CHT allo act, OX1R antag
COc1ccc(C(=O)COC(=O)c2sc(C)nc2C)cc1Cl
→ ., 11
O=C(N=C1c2ccccc2CN1c1ccc(F)c(Cl)c1)c1cccnc1Cl
→ i, -25
Cc1cc2nc(C)n(CCCNC(=O)Nc3ccc(F)cc3)c2cc1C
→ i, -26
Cc1ccc(NC(=O)Nc2cccc(F)c2)nc1
→ i, .
O=C(Nc1sc2c(c1C(=O)O)CCCC2)c1cccc(Cl)c1
→ i, .
CN(Cc1ccccc1)C(=O)CN(c1ccccc1Cl)S(C)(=O)=O
→ i, -13
COc1cc(OC)c(NC(=O)CS(=O)(=O)Cc2nc(-c3ccc(C)cc3)oc2C)cc1Cl
→ i, -25

Other entries follow:
Each structure is followed by: CHT allo act, OX1R antag
O=c1[nH]c2cccnc2n1-c1cccc([N+](=O)[O-])c1
→ i, -9
O=C(CO/N=C/c1c(Cl)cccc1Cl)NNC(=O)c1ccc(Cl)cc1
→ i, -31
CCCCCCCC/C=C\CCCCCCCC(=O)NCCO
→ i, -12
Brc1ccc(-c2nnc(-c3cccc(Br)c3)o2)cc1
→ i, -4
CCOc1ccc(N2CC(C(=O)Nc3ccc4c(c3)OCCO4)CC2=O)cc1 (stereo not drawn)
→ i, -10
Cc1ccc(-n2c(-c3cccnc3)n[nH]c2=S)c(C)c1
→ i, 1
Cc1ccc(C(=O)CN2C(=O)NC3(CCCCCC3)C2=O)c(C)c1
→ i, -36
CCCNC(=O)C(=O)NCC(c1ccc2c(c1)OCO2)N1CCN(c2ccc(F)cc2)CC1 (stereo not drawn)
→ i, -14
CC(Oc1ccc(Br)cc1)C(=O)NCC(C)(C)N1CCOCC1 (stereo not drawn)
→ i, -15
CCN(CC)S(=O)(=O)c1ccc(N/N=C/c2ccc(O)cc2)nc1
→ i, 2
COc1ccc(OCC(=O)Nc2cccc(NC(=O)COc3ccc(OC)cc3)n2)cc1
→ i, -25
CCOc1cccc(NCc2cc3c(C(C)(C)C)nn(-c4ccccc4)c3[nH]c2=O)c1
→ i, -19
O=C(/C=C/c1ccco1)Nc1ccc(Oc2ccc(Cl)cc2)cc1
→ i, 11
O=C(N1CCOCC1)N(Cc1ccccc1)c1ccccn1
→ i, -15
COc1cccc(Nc2nc(-c3sc(NC(=O)c4ccco4)nc3C)cs2)c1
→ i, -36

Entries of single compounds from above. Screens in order: CHT allo act | OX1R antag
Results for Cc1ccc(C(=O)NC(=S)Nc2ccc(-c3ccc(CO)o3)cc2)cc1 : i | -34
Results for Cc1ccc(NC2CCCN(C(=O)c3ccc(C)c(N4CCNC4=O)c3)C2)cc1C (stereo not drawn) : i | -18
Results for Cc1ccccc1CN1CCNC(=O)C1CC(=O)NCCN1CCCCC1=O (stereo not drawn) : i | -8
Results for Cc1cc(NC(=O)CSc2nnc(CNC(=O)c3ccc(C(C)(C)C)cc3)o2)no1 : i | -12

Further results
Each structure is followed by: CHT allo act, OX1R antag
Cc1cc(C)c2c(c1)-c1cc(C)nn1C(c1ccc3c(c1)OCO3)N2 (stereo not drawn)
→ i, -31
O=C(NCCc1nc(-c2ccccc2)no1)c1ccco1
→ i, 1
COC(=O)C1=C(CSc2nncn2C)NC(=O)NC1c1cc(C)ccc1C (stereo not drawn)
→ i, -3
CC(=O)c1c(C)[nH]c(C(=O)OCc2ccccc2F)c1C
→ i, -37
C=C(C)CSc1nnc2n(C)c(=O)c3c4c(sc3n12)CCC4
→ i, -24
O=C(CSc1nc2c(cnn2-c2ccc(F)cc2)c(=O)[nH]1)Nc1nccs1
→ i, 0
C=CCn1c(SCC(=O)CC(=O)OCC)nc2cc(C(=O)N3CCC(C(N)=O)CC3)ccc2c1=O
→ i, -22
O=C(CNC(=O)c1ccco1)N/N=C/c1c[nH]c2ccccc12
→ i, 10
Cc1ccc(S(=O)(=O)n2nc(OC(=O)c3ccccc3F)cc2N)cc1
→ i, -12
O=C(Nc1nnc(C2CC2)o1)c1ccc(S(=O)(=O)N2CCc3ccccc3C2)cc1
→ i, -38
Cc1ccc(C(=O)CSc2nc(N)cc(=O)[nH]2)cc1
→ i, -7
CCOc1ccccc1N1CC(C(=O)N2CCN(Cc3ccc(C#N)cc3)CC2)CC1=O (stereo not drawn)
→ ., 6
O=C(NCc1ccccc1)c1ccc2c(c1)C(=O)N(Cc1cccnc1)C2=O
→ i, .
COc1ccc(C(CNC(=O)C(C)Oc2ccc(Br)cc2)N2CCCCC2)cc1 (stereo not drawn)
→ ., -24
Cc1cccc(N2CCN(C(=O)c3csc4ccccc34)CC2C)c1 (stereo not drawn)
→ i, -21
Cc1ccc(-c2nc(C(Cl)Cl)c3ccccc3n2)cc1
→ i, -21
CSc1nc2ccc(Cl)cc2[nH]1
→ i, 4
COc1ccccc1N1CCN(/N=C/c2cc(OC)c(OC)c(OC)c2)CC1
→ i, -23
COc1cc2c(cc1OC)C(C(=O)N1CCCC1)C(c1ccccc1F)N(C)C2=O (stereo not drawn)
→ i, -8
CCC1CCCCN1C(=O)/C=C/c1ccc2c(c1)OCO2 (stereo not drawn)
→ i, -8
O=C(NCCCc1ccccc1)c1cccc(S(=O)(=O)N2CCOCC2)c1
→ ., -15
COC(=O)c1cc(C(=O)NCc2ccc3c(c2)OCO3)cc([N+](=O)[O-])c1
→ i, -18
Cc1oc(C(N)=O)cc1COc1ccc(C(N)=O)cc1
→ i, -5
CCCC1CCc2c(sc(N)c2C(N)=O)C1 (stereo not drawn)
→ i, -10
CC(NC(=O)c1ccc(Br)o1)C1CCCO1 (stereo not drawn)
→ i, 14
CC(C)(C)c1ccc(NC(=S)NCc2cccnc2)cc1
→ i, -4
Cn1cc(/C=C(\NC(=O)c2ccccc2)C(=O)N2CCOCC2)c2ccccc21
→ i, -12
CSc1cccc(NC(=S)N2CCCN(Cc3cccc(Cl)c3)C2)c1
→ i, 3
C=CCNCCCOc1ccc(Cl)cc1C(C)(C)C
→ i, -26
CCOC(=O)C1CCCN(S(=O)(=O)c2ccc(OC)c3ccccc23)C1 (stereo not drawn)
→ i, -25
Cc1nc(N)c(C#N)c(-c2ccccc2)c1C
→ i, 4
CSc1ccc(CN(C)C(=O)CNC(=O)c2ccc3c(c2)OCO3)cc1
→ i, -23
CCOc1ccc(NC(=S)NCc2ccc3c(c2)OCO3)cc1
→ i, -13
CCOC(=O)c1oc2ccccc2c1NC(=O)c1ccc(Cl)s1
→ i, -35
CCCOP(=O)(OCCC)c1c([N+](=O)[O-])cc(C(F)(F)F)cc1[N+](=O)[O-]
→ i, -19
COc1ccc(C(=O)N/N=C(\C)CC(=O)Nc2cccc(C(F)(F)F)c2)cc1
→ i, -13
O=C(CCn1c(=O)oc2cc(Cl)ccc21)Nc1ccc(N2CCOCC2)cc1
→ i, -14
CCn1c2ccccc2c2nnc(SCc3ccc(C(=O)OC)o3)nc21
→ i, -26
O=C(CSC(=S)N1CCOCC1)Nc1nccs1
→ i, -17
Cc1ccc(CNC(=O)c2ccc3c(=O)[nH]c4c(C(=O)NCC5CCCO5)sc(=S)n4c3c2)cc1 (stereo not drawn)
→ i, -11
CC1(C)NC(=O)N(CCCOc2ccc3c(c2)CCC3)C1=O
→ i, -8
O=C(CN1CCN(Cc2ccccc2Cl)CC1)N/N=C/C=C\c1ccccc1[N+](=O)[O-]
→ i, -29
C#CCOCCOCCOCCNc1nc(N2CCN(C(=O)[C@H]([C@@H](C)CC)n3cc(CCCN=C(N)N)nn3)CC2)nc(N2CCN(C(=O)[C@H](Cc3ccc(O)cc3)n3cc(CCO)nn3)CC2)n1
→ i, -2
Cc1ccc(N/N=C(\C#N)C(N)=S)c(C)c1
→ i, -1
COC(=O)c1ccc(C)c(NC(=O)CCc2cc(OC)c(OC)c(OC)c2)c1
→ i, -32
COc1ccc(S(=O)(=O)N(CCCN2CCOCC2)Cc2cccc3ccccc23)cc1
→ i, 4
COCCN(CCOC)c1nc(N)c2c(N)nc3c(c2c1C#N)CC(=O)N3Cc1ccc(Cl)cc1
→ i, -13
Cc1ccc(-n2nnnc2C(=Cc2ccc(N(C)C)cc2)c2nnnn2-c2ccc(C)cc2)cc1
→ i, -17
COCC(=O)Nc1ccc(S(=O)(=O)Nc2cc(C)nc(C)n2)cc1
→ i, 6
CN(C)C(=O)CSc1nnc(C23CC4CC(CC(C4)C2)C3)o1
→ i, -12
O=C(Nc1ccccc1C(=O)N1CCCCC1)c1ccco1
→ i, -9
CC(=O)Nc1nnc(CCN2CCCCC2)s1
→ i, -14
CCN1C(=O)N[C@@H](c2ccco2)C(C(=O)OC)=C1C
→ i, -10
CCOc1ccc(NC(=O)CN(c2cc(C)cc(C)c2)S(=O)(=O)c2c(C)noc2C)cc1
→ i, -19
CC(C)C(=O)Nc1ncc(C(F)(F)F)cc1Cl
→ i, -7
Cc1nnc(SCC(=O)c2c(N)n(C3CC3)c(=O)[nH]c2=O)n1-c1ccccc1
→ ., 3
CCOC(=O)CSc1nc2c(sc(=S)n2CCc2ccccc2)c(=O)n1Cc1ccco1
→ i, -6
COc1ccc(NC(=O)c2ccc(-c3ccc(-c4noc(C)n4)cc3C)cc2)cc1N1CCN(C)CC1
→ i, -10
Cn1c(SCC(=O)c2ccccc2)ncc(C(=O)Nc2ccc(F)cc2)c1=O
→ i, -9
CCOc1ccc(Nc2nc(N)nc(CSC(=S)N3CCN(c4ccccc4)CC3)n2)cc1
→ i, -35

(listing goes on)
Each structure is followed by: CHT allo act, OX1R antag
Cc1csc(NC(=O)CSc2nnc(-c3ccoc3C)o2)n1
→ i, -16
O=C(c1ccc(Oc2ccc(C(F)(F)F)cn2)cc1)N1CCN(c2ccccc2)CC1
→ i, -15
Cc1noc(NS(=O)(=O)c2ccc(N/C=C\C(=O)c3cccs3)cc2)c1C
→ i, -11
Cc1cc(C(c2ccc(C)o2)c2ccc(C)o2)c(O)c([N+](=O)[O-])c1
→ i, -26
CCc1ccc(CNC(=O)Cc2ccc(NC(=O)C3=C(C)OCCS3)cc2)cc1
→ i, -17
CCOC(=O)C1=NNC(C(=O)c2ccc(Cl)cc2)C1c1ccc(OC)cc1 (stereo not drawn)
→ i, -25
CCOC(=O)CCSCC(=O)Nc1cc(C)on1
→ i, -10
CCN1CCN(S(=O)(=O)c2ccc(Cl)c(C(=O)Nc3ccccc3N3CCCC3)c2)CC1
→ i, -28
Clc1cc2nc[nH]c2cc1Cl
→ i, -8
CC(C)[C@H](NC(=O)c1cc2cc(Cl)ccc2n1C)C(=O)N1CCC(C(=O)O)CC1
→ i, -9
COc1ccc(C(=O)CCS(=O)(=O)c2ccc(F)cc2)cc1OC
→ i, -18

Compounds as they come. About 0.83% of those tested had a hit in this group.
